Bioassay records (PubChem)
B2AR arrestin: qHTS assay of beta-arrestin-biased ligands of beta2-adrenergic receptor; beta-arrestin recruitment to beta2AR, cell-based reporter; Potency, µM (titrated, usually from 46.1 µM), for the others: top-dose activation, most hits filed as activators; 330,000 compounds, 0.02% hits; AID 492947, 2010;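 further: potency means the concentration at half of the fitted maximal effect; 0% = DMSO controls and full agonism = EC100 isoproterenol or metaproterenol; nearly all actives have a fitted effect of over 65% in size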
ELG1 genotox: qHTS screen for small molecules that induce genotoxicity in human embryonic kidney (HEK293T) cells expressing luciferase-tagged ELG1. HEK293T ELG1-luciferase reporter, luminescence, 16 h. 330,000 compounds, 1.3% hits. Potency, µM (series often up to 46 µM), for the others: at the top dose activity change, positive = activation, hits mostly activators. AID 504466, 2011; further: potency means the concentration at half of the fitted maximal effect; % of control where 0% means no effect; nearly all actives have a fitted effect of over 60% in size
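Genotoxic stress is detected as increased luminescence from luciferase-tagged ELG1 in HEK293T cells, measured with ONE-Glo after a 16 hr treatment at 37 °C.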
TSG101-PTAP inh: qHTS Assay for Iinhibitors of HIV-1 Budding by Blocking the Interaction of PTAP/TSG101 | Tumor susceptibility gene 101 protein (Homo sapiens), Q99816 | Fluorescence polarization, FITC-PTAP peptide / Tsg101 binding | Potency, µM (series often up to 115 µM), without a hit: at the top dose activity change, negative = inhibition, usual class: inhibitors | 340,000 tested, under 10 active; active means well fitted inhibition curve with a large enough effect in the main read-out, with a control signal flat, not every such curve was filed as active; inconclusive means small, poorly fitted or top-dose-only effect, or effect the other way, or a change in a side signal; inactive means no such curve, though single readings can be large or run the other way; further: potency means the concentration at half of the fitted maximal effect; % of control where 0% means no effect
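FP read-out: FITC-PTAP peptide, 50 nM final, binding Tsg101 binding domain, 10 uM final; 20 min, r.t.; 10 mM HEPES pH 7.5, 0.15 M NaCl, 0.01% Tween 20, 3 mM EDTA, 0.1 mM TCEP.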
Eya2 phos inh: qHTS Assay for Inhibitors of the Phosphatase Activity of Eya2; Protein phosphatase EYA2 (Homo sapiens), O00167; recombinant Eya2, OMFP fluorescence dephosphorylation (OMFP is methylfluorescein phosphate); Potency, µM (top dose mostly 76.9 µM), for the others: at the top dose activity, negative = inhibition, hits mostly inhibitors; 330,000 compounds, 0.006% hits; AID 488837, 2010; further: potency means the concentration at half of the fitted maximal effect; on the % scale 0 is the no-effect control and ±100 the full control effect
Target sequence (O00167 whole entry, looked up): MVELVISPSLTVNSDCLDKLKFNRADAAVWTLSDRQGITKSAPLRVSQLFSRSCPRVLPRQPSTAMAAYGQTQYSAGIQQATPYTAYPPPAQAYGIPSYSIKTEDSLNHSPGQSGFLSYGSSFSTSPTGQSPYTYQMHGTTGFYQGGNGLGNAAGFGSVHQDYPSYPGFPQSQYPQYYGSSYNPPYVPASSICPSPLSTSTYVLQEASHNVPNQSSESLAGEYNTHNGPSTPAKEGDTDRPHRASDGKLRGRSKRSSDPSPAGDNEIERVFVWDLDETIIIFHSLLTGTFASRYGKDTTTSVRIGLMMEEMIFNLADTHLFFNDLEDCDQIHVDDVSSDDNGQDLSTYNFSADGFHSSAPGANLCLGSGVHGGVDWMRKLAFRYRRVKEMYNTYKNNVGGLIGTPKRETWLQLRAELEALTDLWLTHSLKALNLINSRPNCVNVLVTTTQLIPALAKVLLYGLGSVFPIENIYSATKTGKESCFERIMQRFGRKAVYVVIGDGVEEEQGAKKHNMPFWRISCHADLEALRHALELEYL
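Eya2 (0.2 uM) preincubated 10 min at ambient with compound, then OMFP substrate added at 50 uM; 10 min reaction in 50 mM HEPES pH 7.5, 50 mM NaCl, 5 uM MgCl2, 0.05% BSA, 1 mM DTT. Fluorescence read at Ex 485/Em 525 nm.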
Integrin act MD: qHTS for Activators of Integrin-Mediated Alleviation for Muscular Dystrophy; alpha7betagal myoblasts, beta-gal FDG fluorescence, 48 h; 350,000 compounds, 0.064% hits; Potency, µM (series often up to 38.3 µM), for the others: at the top dose activation, hits mostly activators;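 further: potency means the concentration at half of the fitted maximal effect; 100% = response of the positive control SU9516; nearly all actives have a fitted effect of over 60% in size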
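Alpha7betagal+/- myoblasts (passage 13) were plated 16-24 hr, then exposed to compounds (1:260 dilution of DMSO stock) for 48 hours at 37C. After MPER lysis, β-galactosidase reporter activity was read as FDG fluorescence (ex 480/em 540) after 30 minutes.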
p53 reactivation: qHTS assay for re-activators of p53 using a Luc reporter | H1299 p53-A138V BP100-luciferase reporter, luminescence, 24 h | Potency, µM (doses to about 92.2 µM), for the others: at the top dose activity change, positive = activation, actives largely listed as activators | 320,000 compounds, 0.063% hits; further: potency means the concentration at half of the fitted maximal effect; % of control where 0% means no effect; nearly all actives have a fitted effect of over 45% in size
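H1299 (p53-null), stable ts p53-A138V + BP100-Luc; 1000 cells/well, Opti-MEM/10% FBS; cpd 4 pt, 1:5; 24 h, 37 deg C, 5% CO2; detection reagent 10 min RT; luminescence.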
uPA generation: qHTS for Inhibitors of Cell Surface uPA Generation; cell surface uPA generation assay, qHTS; Potency, µM (series often up to 38.3 µM), without a hit: at the top dose activity change, negative = inhibition, hits mostly inhibitors; 330,000 compounds, 0.31% hits; AID 540303, 2011; active means well fitted inhibition curve with a large enough effect; inconclusive means small, poorly fitted or top-dose-only effect; inactive means no such curve, though single readings can be large or run the other way; tested in mouse RAW 264.7 cells; further: potency means the concentration at half of the fitted maximal effect; on the % scale 0 is the no-effect control and ±100 the full control effect; nearly all actives have a fitted effect of over 55% in size
TRPV1 agonist: HTS Assay for Compounds that Act as Agonists of the Vanilloid Receptor 1 | Transient receptor potential cation channel subfamily V member 1 (Homo sapiens), Q8NER1 | TRPV1-expressing cells, Fluo-8 calcium influx, agonist mode | activation, % at 8.33 µM | 320,000 compounds, 0.19% hits; in the data active means activation above about 80%; inconclusive means between about 30% and that limit; further: 0% is about no effect
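TRPV1-expressing cells were cultured overnight at 35.5C and loaded with Fluo-8 calcium dye for 40 to 90 min at room temperature. After a 10 s baseline, compound was added and calcium influx was read kinetically for 3 min (ex 480/em 520 nm).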
S-ASM inh: Inhibitors of Secretory Acid Sphingomyelinase (S-ASM): qHTS. Sphingomyelin phosphodiesterase (Homo sapiens), P17405. placental ASM, HMU-PC fluorogenic substrate, 60 min. Potency, µM (doses to about 57.5 µM), for inactives: at the top dose activity change, negative = inhibition, actives largely listed as inhibitors. 340,000 compounds, 0.006% hits. AID 504937, 2011; further: potency means the concentration at half of the fitted maximal effect
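Human placenta-derived ASM preincubated with compound 10 min at room temperature, then reacted with 9 uM (final) fluorogenic HMU-PC substrate for 60 min at 37 C. Stop solution raises pH to 10; fluorescence read at Ex 386/Em 447 nm.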
USP2a inh: qHTS Assay for Inhibitors of Ubiquitin-specific Protease USP2a Using CHOP2 as the Reporter; USP2 core, Ub-CHOP2 coupled fluorogenic reporter, 485/531; Potency, µM (titrated, usually from 38.3 µM), without a hit: top-dose activity change, negative = inhibition, usual class: inhibitors; Ubiquitin carboxyl-terminal hydrolase 2 (Homo sapiens), O75604; 330,000 compounds, 0.01% hits; AID 463254, 2010;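 further: potency means the concentration at half of the fitted maximal effect; plate controls were DMSO wells for no effect and full inhibition by NEM control for full effect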
Target sequence (O75604 whole entry, looked up): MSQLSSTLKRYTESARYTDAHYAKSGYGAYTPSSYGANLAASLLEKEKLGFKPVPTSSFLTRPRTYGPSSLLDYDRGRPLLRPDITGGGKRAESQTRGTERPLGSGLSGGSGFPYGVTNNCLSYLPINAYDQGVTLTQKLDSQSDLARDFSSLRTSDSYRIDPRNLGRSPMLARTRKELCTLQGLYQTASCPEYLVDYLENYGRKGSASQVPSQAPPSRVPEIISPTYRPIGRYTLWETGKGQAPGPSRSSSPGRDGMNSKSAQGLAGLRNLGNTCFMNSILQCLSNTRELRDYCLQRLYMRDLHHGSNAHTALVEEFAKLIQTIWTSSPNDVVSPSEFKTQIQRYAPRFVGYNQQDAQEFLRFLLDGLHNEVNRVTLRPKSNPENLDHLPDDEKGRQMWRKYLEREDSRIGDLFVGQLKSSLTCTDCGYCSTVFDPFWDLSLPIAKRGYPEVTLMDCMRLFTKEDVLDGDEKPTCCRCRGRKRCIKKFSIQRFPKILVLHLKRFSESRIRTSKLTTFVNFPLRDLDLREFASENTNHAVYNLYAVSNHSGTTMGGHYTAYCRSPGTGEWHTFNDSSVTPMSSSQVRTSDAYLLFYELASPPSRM
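USP2 core (10nM final) preincubated 30min RT with compound in 20mM Tris-HCl pH 8.0, 2mM CaCl2, 2mM beta-mercaptoethanol, 0.05% CHAPS; 25nM Ub-CHOP2 plus 25nM reporter substrate added, fluorescence (Ex485/Em531) read after 60min.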
BRCA1 expr act: qHTS Assay to Identify Small Molecule Activators of BRCA1 Expression | MCF7-BRCA1-FFLuc reporter, luminescence, 48 h; response scale: scaled: vehicle 0%, 10 µM genistein 100% | Potency, µM (titrated, usually from 46.1 µM), without a hit: at the highest dose activation, actives largely listed as activators | 380,000 compounds, 1.1% hits | AID 624202, 2012; further: potency means the concentration at half of the fitted maximal effect; nearly all actives have a fitted effect of over 80% in size; some results filed as inactive show a strong effect at the top dose
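Compounds are tested at multiple concentrations on MCF7 BRCA1-luciferase reporter cells seeded at 2000 per well; after 48 h, a single luminescence end-point is taken and curves fitted to the normalized data.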
* = called active by the depositor; ? = inconclusive; nt = not tested or not shown; [ ] = another dose, or the depositor's remark. Unless noted, the call rests on the fitted dose curve; in most records, active means well fitted curve in the direction sought with a large enough effect; inconclusive means small, poorly fitted or top-dose-only effect, or another doubt; inactive means no such curve, though single readings can be large; an effect the other way counts as inactive or inconclusive.

# | structure | B2AR arrestin | ELG1 genotox | TSG101-PTAP inh | Eya2 phos inh | Integrin act MD | p53 reactivation | uPA generation | TRPV1 agonist | S-ASM inh | USP2a inh | BRCA1 expr act
1 | COc1ccc(CN(C2CC2)S(=O)(=O)c2ccccc2Br)cc1 | -0.1% | -2% | 1% | -3% | 21% | 4% | 20% | nt | -1% | -6% | -21%
2 | COc1cc(/C=C/C(=O)c2ccc([N+](=O)[O-])o2)ccc1O | -0.1% | ? | -1% | 11% | -26% | -28% | ? | -1 | -6% | 1% | -45%
3 | N#Cc1c(SCC(=O)Nc2ccccc2C(F)(F)F)sc2c(O)cc(=O)[nH]c12 | 0.4% | -4% | -2% | -3% | -4% | 0% | -2% | -2 | -4% | -2% | -6%
4 | COC(=O)c1ccc(NC(=S)NC2CC(C)(C)NC(C)(C)C2)cc1 | -0.2% | -2% | -1% | -5% | -45%[inhibitor] | -3% | 1% | -5 | 2% | 3% | -21%
5 | N#CCCN/N=C(/Cc1nc2ccccc2[nH]1)c1ccc(Cl)cc1 | 7.5% | ? | nt | 7% | nt | ? | nt | 0 | nt | 0% | nt
6 | N#Cc1cnc(N)c(Br)c1 | 0.2% | -3% | 0% | 11% | 19% | -2% | 1% | 4 | -1% | 0% | 3%
7 | CCOc1ccc(-n2c(=O)[nH]cc(C(=O)N3CCc4ccccc43)c2=O)cc1 | 4.7% | 0% | -8% | 13% | 8% | -3% | 0% | -3 | 0% | 0% | -2%
8 | COc1ccc(N2C(=O)/C(=C/c3ccc([N+](=O)[O-])cc3)C=C2c2ccccc2)cc1 | 1.8% | -6% | 57%[activator] | 9% | 23% | 1% | -4% | -3 | -1% | 1% | -1%
9 | CCC(=O)c1c(NC)cc(C)oc1=O | 0.2% | 2% | -1% | 1% | -41% | -3% | 0% | -6 | 2% | 2% | 24%
10 | Cc1ccccc1CNS(=O)(=O)c1c(C(=O)N2CCCCC2)c(C)n(C)c1C | -0.2% | 1%[9.26 µM] | -5% | 6% | 0% | -1% | -5% | -1 | 0% | 1% | 0%
11 | CCNc1nc(=S)nc(NCc2ccccc2)[nH]1 | 0.1% | 3% | nt | -8% | nt | 0% | nt | 0 | nt | 3% | nt
12 | Cc1onc(-c2ccccc2)c1C(=O)N1CCCN2C(=O)c3ccccc3C21 (stereo unspecified) | -0.2% | 0% | 2% | 7% | 3% | -5% | -1% | nt | 1% | 2% | -2%
13 | CCN(C(=O)c1ccco1)C1C2CC3CC(C2)CC1C3 (stereo unspecified) | 0.2% | 1% | -6% | 9% | -3% | 1% | 2% | 0 | -1% | -1% | -14%
14 | COc1ccc(S(=O)(=O)Nc2ccc3c(c2)CC(=O)N([C@@H](C)CO)C[C@@H](C)[C@@H](CN(C)Cc2ccccc2)O3)cc1 | 0.3% | -5% | -2% | 24% | -20% | 1% | -6% | nt | -1% | 1% | 0%
15 | CC(C)c1cc(C(C)C)c(S(=O)(=O)N2c3ccccc3[C@@]3(Br)C[C@H]4C(=O)N[C@@H](Cc5ccccc5)C(=O)N4[C@@H]23)c(C(C)C)c1 | nt | nt | -6% | nt | -7% | nt | 4% | nt | -1% | nt | -52%
16 | Cc1cc(NC(=O)CN2C(=O)CC(c3ccco3)Sc3ccccc32)no1 (stereo unspecified) | 5.4% | -6% | -6% | -21% | -8% | 8% | 3% | 1 | 11% | -1% | -14%
17 | Cc1ccc(OCCNC(=O)c2cccc(S(=O)(=O)N3CCN(Cc4ccccc4)CC3)c2)cc1 | nt | nt | 0% | nt | -37%[inhibitor] | nt | 1% | nt | -4% | nt | -26%
18 | O=C(NCc1ccccc1)c1nncc(-c2ccccc2)n1 | 0.2% | 4% | 0% | -1% | 7% | 4% | 4% | -6 | 0% | -8% | 51%
19 | CCOC(=O)c1ccc(NC(=O)C2=C(C)Nc3nc(CCCO)nn3C2c2ccc(OC)cc2)cc1 (stereo unspecified) | -1.1% | 4% | -6% | -1% | -26% | 33% | -1% | 7 | -1% | -1% | 3%
20 | O=C(NC1CC(=O)N(c2ccc(Cl)cc2)C1)N1CCN(C(=O)c2ccco2)CC1 (stereo unspecified) | 0.0% | 2% | 0% | 1% | 13% | 0% | 20% | -3 | -1% | 1% | -16%
21 | COc1ccc(C(=O)NCc2nnc(SCC(=O)N3CCC(C)CC3)o2)cc1 | 0.3% | -3% | -1% | -6% | -9% | 3% | -3% | -2 | 3% | 0% | 1%
22 | CCOc1ccc(CC(=O)Nc2cc(=O)n(C)c(=O)n2C)cc1 | -0.2% | 4% | -4% | 14% | -11% | -6% | 1% | 1 | 3% | -2% | -4%
23 | CC1(CC(=O)N/N=C/c2cc([N+](=O)[O-])c(O)cc2O)OCCO1 | 0.1% | -8% | -3% | -29% | -6% | -5% | 6% | -2 | -6% | -2% | 6%
24 | COc1cc(NC(=O)CSc2ncnc3scc(-c4ccccc4)c23)c(C(=O)O)cc1OC | -0.2% | 2% | -4% | 10% | 0% | -3% | ? | -1 | 5% | 0% | -13%
25 | O=S(=O)(NC(=S)NC1CCCCC1)c1ccc(Cl)cc1 | -0.1% | -2% | -6% | -8% | -22% | -1% | 3% | -2 | 9% | 6% | 2%
26 | CCOC(=O)C1(C/C(C)=N/NC(N)=O)CC(C)(C)OC1=O (stereo unspecified) | 4.8% | 0% | -1% | 4% | 13% | -9% | 6% | 4 | 0% | 4% | -16%
27 | CCN1CCN(S(=O)(=O)c2ccc(Cl)c(C(=O)N(C)Cc3cccc(OC)c3)c2)CC1 | 0.1% | 12% | -4% | -16% | 24% | 0% | -3% | -1 | 3% | 0% | -3%
28 | CCOC(=O)c1c(-c2ccc(C)o2)csc1NC(=O)CN1CCOCC1 | -0.5% | 3% | -3% | -11% | -3% | 10% | -6% | 20 | -2% | 1% | -42%
29 | CCCCN(C(=O)c1ccco1)c1c(N)n(CCC)c(=O)[nH]c1=O | -0.1% | 1% | -7% | -4% | 29% | 4% | 12% | 2 | 0% | -2% | 10%
30 | C/C=C/C(=O)N1CC2(CC(c3cccc(NC(=O)CC(c4ccccc4)c4ccccc4)c3)=NO2)C[C@H]1C(N)=O (stereo partly specified) | -0.2% | -7% | -1% | -4% | 4% | -4% | -4% | 1 | -11% | ? | 0%
31 | CCCNC(=O)C(Cc1cccc(OC)c1)NC(=O)c1ccc(C#N)cc1 (stereo unspecified) | 0.1% | 1% | -1% | 3% | -16% | 15% | 4% | -1 | 7% | 0% | 0%
32 | COc1ccc2nc(NC(=O)C3CCN(C(=O)c4ccco4)CC3)sc2c1 | -0.3% | 18% | -1% | 0% | -17% | 17% | 1% | ? | -2% | 1% | 13µM*
33 | O=C(NNC(=S)Nc1ccccc1)NNC(=S)Nc1ccccc1 | 0.0% | -5% | -4% | 6% | -25% | 6% | 2% | 1 | 5% | 2% | -13%
34 | COc1ccc(S(=O)(=O)Nc2c(C(=O)O)[nH]c3ccccc23)c(OC)c1 | 0.0% | -2% | -6% | -2% | 13% | 1% | -1% | 1 | 9% | 3% | -2%
35 | CCCc1c(O)nc(SCC(=O)O)[nH]c1=O | -0.7% | 1% | -2% | 9% | -1% | 1% | 18% | 1 | 4% | -3% | -3%
36 | CC1CCCCN1S(=O)(=O)c1ccc(C(=O)N(CCCN(C)C)c2nc3cc4c(cc3s2)OCO4)cc1 (stereo unspecified) | -0.7% | -1% | 0% | -17% | 14% | 3% | -5% | 6 | 0% | -2% | -4%
37 | CCN(CC(=O)NCc1ccccn1)S(=O)(=O)c1cc(Cl)ccc1Cl | 0.4% | -1% | -9% | 8% | 0% | 1% | 3% | 2 | 5% | -1% | 4%
38 | CCOC(=O)c1c(S(=O)(=O)NCC(=O)N2CCN(c3ccc(F)cc3)CC2)c(C)n(C)c1C | 0.8% | 5% | -5% | 0% | 0% | 13% | -2% | -1 | 0% | 5% | 10%
39 | C/C(CC(=O)N(C(C)C)C(C)C)=N\NC(=O)c1ccccc1Br | -1.6% | -1% | 0% | 6% | -4% | 21% | 0% | 0 | 1% | 2% | 1%
